3CLpro inhibitor – SARS-CoV 3CLpro protease inhibitors, primary screen, biochemical, quenched FRET | Replicase polyprotein 1ab (Severe acute respiratory syndrome coronavirus), P0C6X7 | recombinant SARS-CoV 3CLpro, quenched FRET peptide cleavage | inhibition, % at 6 µM | hit rate 0.14% among 290,000 | AID 1706, 2009; in the data active = inhibition above about 12%
BoNT-F LC inh – BoNT/F light chain protease inhibitors, primary screen, biochemical, flow cytometry, MLPCN library. hit rate 0.22% among 360,000. inhibition, % at 10 µM. Botulinum neurotoxin type F light chain protease (Clostridium botulinum). Multiplex microsphere protease cleavage assay. AID 588497, 2011; in the data active = inhibition above about 35%, passing the limit was not always enough; inconclusive = no clear call, values can overlap the other calls; note: plate controls were buffer without enzyme for full effect and enzyme alone for no effect
SSB-PriA inh – inhibitors of Klebsiella pneumoniae PriA binding to SSB C-terminal tail, primary screen, biochemical, AlphaScreen; PriA–SSB C-terminal tail interaction (Klebsiella pneumoniae); AlphaScreen SSBct-PriA binding, biotinylated peptide; inhibition, % at 33 µM; hit rate 0.6% among 430,000; in the data active = inhibition mostly above about 37%, no sharp cut-off; inactive = mostly below about 20%;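 note: plate controls were negative control peptide for no effect and reference peptide for full effect; strong numbers were not always called active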
BoNT-A LC inh2 – BoNT/A light chain protease inhibitors, primary screen, biochemical, flow cytometry, MLPCN library; inhibition, % at 10 µM; hit rate 0.17% among 360,000; multiplex microsphere protease substrate cleavage; Botulinum neurotoxin type A light chain protease (Clostridium botulinum A str. ATCC 3502); note: plate controls were buffer without enzyme for full effect and enzyme alone for no effect
PrPC surface inh – inhibitors of human cell surface prion protein PrPC, primary screen, cell-based, TR-FRET; Major prion protein (Homo sapiens), P04156; TR-FRET read-out; inhibition, % at 13.8 µM; hit rate 0.43% among 370,000; in the data active = inhibition above about 24%; note: 0% = median of the test wells and 100% = reference compound wells
Rv3671c protease – Rv3671c serine protease inhibitors, primary screen, biochemical, fluorescence polarization, M. tuberculosis H37Rv; inhibition, % at 5.96 µM; hit rate 0.048% among 320,000; P9WHR9; in the data active = inhibition above about 38%;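 note: extracellular domain of Rv3671c used as enzyme; 0% = enzyme with DMSO and 100% = no enzyme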
Target sequence (P9WHR9 whole entry, looked up, the tested form may be a part): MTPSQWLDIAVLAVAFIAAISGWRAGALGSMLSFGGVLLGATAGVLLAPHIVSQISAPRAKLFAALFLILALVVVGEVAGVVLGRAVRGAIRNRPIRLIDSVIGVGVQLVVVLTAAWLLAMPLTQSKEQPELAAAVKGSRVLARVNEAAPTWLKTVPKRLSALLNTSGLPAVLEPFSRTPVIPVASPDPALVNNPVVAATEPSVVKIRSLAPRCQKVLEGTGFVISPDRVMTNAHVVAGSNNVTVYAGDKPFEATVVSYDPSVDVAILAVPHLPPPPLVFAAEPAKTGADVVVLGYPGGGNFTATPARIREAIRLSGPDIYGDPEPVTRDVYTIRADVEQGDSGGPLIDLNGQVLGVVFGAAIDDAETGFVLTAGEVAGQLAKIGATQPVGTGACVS
VHR inh abs – VHR1 phosphatase inhibitors, primary screen, biochemical, absorbance, uHTS; Dual specificity protein phosphatase 3 (Homo sapiens), P51452; recombinant VHR phosphatase, pNPP absorbance; inhibition, % at 13.3 µM; hit rate 0.52% among 290,000; in the data active = inhibition above about 50%; note: some compounds called inactive have numbers as strong as hits
Target sequence (P51452 whole entry, looked up): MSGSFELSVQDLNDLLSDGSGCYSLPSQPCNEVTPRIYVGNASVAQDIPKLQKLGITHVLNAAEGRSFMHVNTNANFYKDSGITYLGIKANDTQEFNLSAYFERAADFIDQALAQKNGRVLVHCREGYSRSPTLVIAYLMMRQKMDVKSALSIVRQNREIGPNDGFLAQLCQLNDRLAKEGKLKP
CCHFV vOTU inh – CCHFV vOTU protease inhibitors, primary screen, biochemical, Pep-AMC substrate, fluorescence | inhibition, % at 11.5 µM | hit rate 0.55% among 370,000 | AID 651958, 2012; in the data active = inhibition above about 30%; note: 0% = vehicle wells with enzyme and 100% = no enzyme wells
MazF activator – activators of E. coli MazEF toxin-antitoxin RNase, primary screen, biochemical, fluorescence, uHTS; activation, % at 20 µM; FAM/BHQ RNA-DNA oligo cleavage fluorescence, 5 h; hit rate 0.32% among 350,000; in the data active = activation above about 50%
Target sequence (P0AE70 whole entry, looked up): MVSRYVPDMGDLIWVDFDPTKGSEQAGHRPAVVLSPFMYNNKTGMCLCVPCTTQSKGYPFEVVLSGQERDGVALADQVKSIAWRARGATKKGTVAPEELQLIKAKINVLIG
Anthrax LF prot – Bacillus anthracis LF protease inhibitors, primary screen, biochemical, multiplex microsphere, MLPCN library; hit rate 0.12% among 360,000; multiplex microsphere protease cleavage assay; inhibition, % at 10 µM; AID 588501, 2011; Lethal factor (Bacillus anthracis), P15917; note: plate controls were buffer without enzyme for full effect and enzyme alone for no effect
* marks the source's active call; other numbers are inactive results; ? = inconclusive; . = not tested or not shown; & = joins results of further samples. Cut-off read from the data, not from the text of the source, unless noted: active = inhibition above about 30%; inconclusive = no clear call, values can overlap the other calls; inactive = below that. These rows are one share of the data; the hit share may differ from the screen's.

A first look, 13 compounds:
structure | 3CLpro inhibitor | BoNT-F LC inh | SSB-PriA inh | BoNT-A LC inh2 | PrPC surface inh | Rv3671c protease | VHR inh abs | CCHFV vOTU inh | MazF activator | Anthrax LF prot
O=C(Nc1nnc(S(=O)(=O)N2CCOCC2)s1)c1ccccc1Cl | -7 | -2 | -14 | -0.5 | -1 | -11 | 9 | 8 | 0 | -14
CN(Cc1ccccc1)C(=O)C1CCCN1S(=O)(=O)c1ccc(Cl)cc1 (centres undefined) | . | 1 | 1 | -1.0 | -3 | 3 | . | -4 | 1 | 2
CCCCNC(=O)NCc1cnn(C)c1C | -7 | -2 | -2 | 0.0 | -4 | -1 | -6 | -17 | 1 | 1
Cc1ccc(Nc2cc(-n3cccn3)ncn2)c(C)c1 | 1 | -4 | -1 | 0.5 | 3 | 2 | 7 | 64* | 0 | -2
CCCCCN(C(=O)CCC(=O)OCC(=O)N(C)c1ccccc1)c1c(N)n(CCCC)c(=O)[nH]c1=O | . | . | -6 | . | 2 | -11 | . | 9 | -7 | .
Cn1c(=O)c(Oc2ccc(Cl)cc2)c(O)c2ccccc21 | -1 | -1 | 5 | 0.2 | 10 | 8 | -2 | -2 | -1 | -1
COc1ccccc1N1CCN(S(=O)(=O)CCNC(=O)c2ccco2)CC1 | . | -1 | . | -0.2 | -8 | . | . | -12 | -1 | 2
C=CCSc1nc2sc3c(c2c(=O)n1-c1ccccc1)CCN(C)C3 | 0 | -33 | -4 | 5.9 | -9 | -8 | 20 | -14 | 4 | -31
O=C(C1CCN(Cc2nc(-c3ccc(Cl)cc3)no2)CC1)N1CCOCC1 | -1 | 1 | 4 | -0.1 | 4 | 7 | 5 | -10 | 4 | -3
Cc1ccc(S(=O)(=O)c2c(C)nn(-c3ccccc3)c2OC(=O)c2ccc(Br)o2)cc1 | 1 | -1 | 3 | -0.7 | -2 | 6 | -6 | 8 | 1 | 0
O=[N+]([O-])c1cccc(-c2ncc3ccccn23)c1 | 1 | -5 | 3&8 | 6.7 | -23 | -8 | 13 | 7 | 5 | 2
CC(=O)c1cc(C#N)c(Oc2ccc(F)cc2)nc1C | 7 | -24 | -11 | -0.5 | 2 | 2 | 8 | 1 | 5 | 1
COc1ccc(C(=O)OC(COc2ccccc2)Cn2ccnc2)cc1 (centres undefined) | 2 | -4 | -6 | -0.1 | -5 | -11 | 18 | 1 | 0 | 3

The list itself, from the start:
structure | 3CLpro inhibitor | BoNT-F LC inh | SSB-PriA inh | BoNT-A LC inh2 | PrPC surface inh | Rv3671c protease | VHR inh abs | CCHFV vOTU inh | MazF activator | Anthrax LF prot
O=C(Nc1nnc(S(=O)(=O)N2CCOCC2)s1)c1ccccc1Cl | -7 | -2 | -14 | -0.5 | -1 | -11 | 9 | 8 | 0 | -14
CN(Cc1ccccc1)C(=O)C1CCCN1S(=O)(=O)c1ccc(Cl)cc1 (centres undefined) | . | 1 | 1 | -1.0 | -3 | 3 | . | -4 | 1 | 2
CCCCNC(=O)NCc1cnn(C)c1C | -7 | -2 | -2 | 0.0 | -4 | -1 | -6 | -17 | 1 | 1
Cc1ccc(Nc2cc(-n3cccn3)ncn2)c(C)c1 | 1 | -4 | -1 | 0.5 | 3 | 2 | 7 | 64* | 0 | -2
CCCCCN(C(=O)CCC(=O)OCC(=O)N(C)c1ccccc1)c1c(N)n(CCCC)c(=O)[nH]c1=O | . | . | -6 | . | 2 | -11 | . | 9 | -7 | .
Cn1c(=O)c(Oc2ccc(Cl)cc2)c(O)c2ccccc21 | -1 | -1 | 5 | 0.2 | 10 | 8 | -2 | -2 | -1 | -1
COc1ccccc1N1CCN(S(=O)(=O)CCNC(=O)c2ccco2)CC1 | . | -1 | . | -0.2 | -8 | . | . | -12 | -1 | 2
C=CCSc1nc2sc3c(c2c(=O)n1-c1ccccc1)CCN(C)C3 | 0 | -33 | -4 | 5.9 | -9 | -8 | 20 | -14 | 4 | -31
O=C(C1CCN(Cc2nc(-c3ccc(Cl)cc3)no2)CC1)N1CCOCC1 | -1 | 1 | 4 | -0.1 | 4 | 7 | 5 | -10 | 4 | -3
Cc1ccc(S(=O)(=O)c2c(C)nn(-c3ccccc3)c2OC(=O)c2ccc(Br)o2)cc1 | 1 | -1 | 3 | -0.7 | -2 | 6 | -6 | 8 | 1 | 0

Going on with the list:
structure | 3CLpro inhibitor | BoNT-F LC inh | SSB-PriA inh | BoNT-A LC inh2 | PrPC surface inh | Rv3671c protease | VHR inh abs | CCHFV vOTU inh | MazF activator | Anthrax LF prot
O=[N+]([O-])c1cccc(-c2ncc3ccccn23)c1 | 1 | -5 | 3&8 | 6.7 | -23 | -8 | 13 | 7 | 5 | 2
CC(=O)c1cc(C#N)c(Oc2ccc(F)cc2)nc1C | 7 | -24 | -11 | -0.5 | 2 | 2 | 8 | 1 | 5 | 1
COc1ccc(C(=O)OC(COc2ccccc2)Cn2ccnc2)cc1 (centres undefined) | 2 | -4 | -6 | -0.1 | -5 | -11 | 18 | 1 | 0 | 3
O=C(Cn1cnc2c(nnn2Cc2ccccc2)c1=O)NCc1ccccc1Cl | 5 | 1 | 2 | -0.7 | 2 | -19 | 33 | -11 | 1 | 4
CC(=O)Nc1cccc(C(=O)/C=C/c2ccc(N(C)C)cc2)c1 | -1 | 3 | 16 | 12 | -2 | -67 | -4 | 10 | 145* | 7
CCOC(=O)C(Cc1ccnc2ccccc12)=NO | . | -2 | -9 | -0.7 | 2 | . | . | 3 | 3 | 6
OC1CSc2nc3ccccc3n2C1 (centres undefined) | -1 | -3 | -8 | -0.2 | -3 | 5 | -1 | -10 | 5 | 0
CCCCc1cc(=O)oc2cc(C)cc(OCC(=O)NCc3cccnc3)c12 | 4 | -10 | 0 | -1.3 | 0 | -11 | 20 | -11 | -2 | -1
CC(C)C(NS(=O)(=O)c1ccc2c3c(cccc13)C(=O)N2)C(=O)O (centres undefined) | -5 | -13 | 2 | -0.2 | -11 | -5 | 21 | -29 | 1 | 0
COc1ccc(O)c(C(=O)/C=C/c2cc3ccccc3o2)c1 | 6 | -6 | -16 | -0.3 | -8 | -9 | . | 8 | -9 | -3

Additional entries.
structure | 3CLpro inhibitor | BoNT-F LC inh | SSB-PriA inh | BoNT-A LC inh2 | PrPC surface inh | Rv3671c protease | VHR inh abs | CCHFV vOTU inh | MazF activator | Anthrax LF prot
CCCCC1CC(/C(C)=N/NC(N)=O)OC1=O (centres undefined) | -1 | -2 | . | -0.4 | 3 | 7 | 10 | 3 | 3 | -2
Cc1ccc(NC(=O)C2CCCN(C(=O)NCc3ccccc3)C2)c(C)c1 (centres undefined) | -2 | 10 | 7 | 2.8 | -2 | -7 | 35 | -2 | 14 | -1
CC1CCC2(CC1)NC(=O)N(CC(=O)Nc1ccc3c(c1)CCC3)C2=O (centres undefined) | 0 | 1 | -5 | -1.1 | -2 | -8 | -5 | 14 | 4 | -2
CC(=O)Nc1cc(C(=O)NCc2ccco2)ccc1Sc1ccc(F)cc1 | 5 | -3 | 9 | -0.9 | 3 | 1 | 18 | 4 | -6 | 0
CCCN(CC(=O)Nc1ccccc1OC)C(=O)c1ccc2c(c1)NC(=O)C(C)S2 (centres undefined) | . | 1 | -14 | 0.3 | -2 | -2 | . | 10 | 0 | 3
CCOC(=O)C1C(=O)NCC1c1ccccc1 (centres undefined) | 4 | -7 | -2 | -0.6 | 4 | -4 | 18 | -3 | 9 | -5
COc1ccc(CN2CCNCC2)c(OC)c1OC | 5 | -5&-13 | -5 | -0.6&-0.7 | -7&13 | 1&3 | 10 | 1&6 | 6&-7 | 11&-5
Cc1csc(N=Nc2ccc(N(C)C)cc2)[n+]1[O-] | . | -2 | . | -0.2 | -121 | . | . | 19 | 10 | -2
O=C(Nc1ccc(Br)cc1)c1cc2ccccn2n1 | 4 | -3 | -10 | -0.1 | 8 | 3 | 16 | 7 | 3 | 2
CC(=O)Oc1cc2c(cc1OC(C)=O)C(=O)CCCC2 | . | 2 | . | -0.3 | -1 | . | . | 2 | 1 | -6

(next part)
structure | 3CLpro inhibitor | BoNT-F LC inh | SSB-PriA inh | BoNT-A LC inh2 | PrPC surface inh | Rv3671c protease | VHR inh abs | CCHFV vOTU inh | MazF activator | Anthrax LF prot
COc1ccccc1Cn1c(=S)[nH]c2cc(C(=O)NC(C)C)ccc2c1=O | -1 | 16 | 0 | -0.7 | 4 | . | -9 | -12 | 8 | 9
CC(=O)c1ccc(OC2(C)CCN(Cc3csc4ccccc34)C2)cc1 (centres undefined) | . | -3 | . | -0.2 | -11 | . | . | 3 | . | -7
Cc1cc(=O)c2cccc(Br)c2[nH]1 | 0 | 0 | -11 | 0.2 | 10 | -7 | 18 | -1 | -2 | 0
Cc1ccc(N(Cc2cc3ccc(C)cc3[nH]c2=O)S(=O)(=O)c2ccccc2)cc1 | 10 | 3 | 6 | 0.5 | 4 | -21 | 6 | 11 | -13 | 2
Cc1cn([C@H]2C[C@H](O)[C@@H](CNCc3ccc4ncccc4c3)O2)c(=O)[nH]c1=O | . | -6 | . | 0.3 | 0 | . | . | -4 | -4 | 2
Fc1ccc(N2CCN(Cc3cnc(Oc4ccc(Br)cc4)s3)CC2)cc1 | 6 | 0 | -14 | -1.9 | 9 | 3 | -23 | -1 | -5 | -8
CCCCC(=O)Nc1nc2c(OC)cc([N+](=O)[O-])cc2s1 | 2 | 3 | -2 | 0.8 | -15 | 3 | 13 | -10 | 13 | 2
Cc1cc(C)c(S(=O)(=O)N(C)CC(N)=O)c(C)c1 | 3 | -5 | -9 | -0.1 | 8 | -13 | 21 | -2 | 1 | 8
Cc1cc(C(=O)NCC(c2ccco2)N2CCCC2)c2ccccc2n1 (centres undefined) | . | 13 | 0 | 2.1 | -4 | -7 | . | -9 | -3 | -8
COc1ccccc1CNC(=O)C(=O)c1cn(CC(=O)N2CCCC2)c2ccccc12 | -3 | -3 | 0 | -0.6 | -3 | -8 | 52* | 10 | 1 | -3

The results go on:
structure | 3CLpro inhibitor | BoNT-F LC inh | SSB-PriA inh | BoNT-A LC inh2 | PrPC surface inh | Rv3671c protease | VHR inh abs | CCHFV vOTU inh | MazF activator | Anthrax LF prot
Fc1ccc(C2=Nn3c(nnc3-c3n[nH]c4c3CCC4)SC2)cc1 | 2 | ? | -8 | 0.0 | -8 | 0 | 17 | 1 | -6 | 3
O=C(Nc1ccc([N+](=O)[O-])cc1)Nc1ccc(Cl)cc1F | 6 | -8 | -9 | -1.3 | -2 | -8 | -3 | 4 | 7 | 9
COCCCN1C(=O)C(CC(=O)NCc2cccs2)CC(C(=O)N(C)C)=C1C (centres undefined) | . | -1 | . | -0.1 | -1 | . | . | 0 | 8 | 2
Clc1cccc(Oc2ncc(CN3CCOCC3)s2)c1 | 3 | 4 | -11 | 2.4 | 5 | 5 | 29 | 0 | 3 | 1
CS(=O)(=O)N(CC(=O)O)c1cccc(Cl)c1 | -5 | 10 | -9 | -0.5 | 8 | -2 | 17 | 5 | -2 | -4
CC(=O)c1ccc(S(=O)(=O)N2CCN(C(C)=O)CC2)cc1 | -4 | -3 | -5 | -0.5 | -9 | -4 | -10 | 10 | 7 | -6
CC(C)(C)c1ccc(S(=O)(=O)N2CCNC(=O)C2)cc1 | . | 7 | 1 | -0.1 | -3 | 2 | . | -10 | 3 | 3
Cc1ccc(S(=O)(=O)N(CC(=O)N2CCOCC2)C2CCCCC2)cc1 | -1 | -6 | -1 | ? | 1 | 0 | 2 | -5 | -1 | -3

Screening data (PubChem BioAssay)
